# core dimer inh: blocks dimerization of HCV core protein; inhibition, % at 5 µM; 300,000 tested, 0.33% active; TR-FRET GST/Flag-core106 dimerization, 1536-well;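 active = inhibition above the mean of all tested compounds plus 3 SD, set per screening campaign, cut at about 45% in these data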
#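 System – GST-tagged and Flag-tagged HCV core protein residues 1-106 · Repeats – one well for each compound · Technique – TR-FRET 671 and 617 nm emission · Doses – one concentration, 5 µM, in 0.5% DMSO · Times – 4 h, 22.5 °C incubation · Also added – Eu donor and XL665 acceptor anti-tag antibodies · Measure – percent inhibition of core106 dimerization signal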
# proCasp7 act: activates human procaspase-7, counter-screen for procaspase-3 activators. P55210. activation, % at 8.5 µM. 330,000 tested, 0.093% active. recombinant procaspase-7, Ac-DEVD-pNA absorbance 405 nm; D23A/D198A/D206A triple mutant, cannot self-cleave; scale: DMSO 0, 5 µM enzyme 100;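 active = percent activation above the screen-wide mean plus 3 SD, cut at about 25% in these data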
#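 Assay system: Uncleavable procaspase-7 mutant enzyme / Input: 2 µM procaspase-7 mutant as dispensed / Dosing: single nominal 8.5 µM compound dose, 0.8% DMSO final / Timing: 1 h enzyme–compound preincubation and 2 h substrate reaction, both 25 °C / Detection: p-Nitroaniline absorbance at 405 nm, read at 0 and 120 min / Replication: singlicate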
# TPT1 inh: C. albicans TPT1 enzyme inhibition; recombinant caTPT1, FP RNA substrate dephosphorylation; inhibition, % at 5 µM; 300,000 tested, 0.81% active; AID 1962;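 active = inhibition above the mean of all tested compounds plus 3 SD, set per screening campaign, cut at about 24% in these data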;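 also: plate controls were DMSO alone for no effect and ferristatin control at 100 nM for full effect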
# PP5 inh: inhibitors of human protein phosphatase 5 (PP5); inhibition, % at 6.7 µM; 320,000 tested, 0.18% active; AID 1987; purified PP5c, OMFP substrate fluorescence; P53041;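 active = inhibition above the campaign's mean inhibition across all tested compounds plus 3 SD, cut at about 9.5% in these data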;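 also: 0% = DMSO only and 100% = 100 µM cantharidin control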
# Target sequence (P53041 whole entry, looked up): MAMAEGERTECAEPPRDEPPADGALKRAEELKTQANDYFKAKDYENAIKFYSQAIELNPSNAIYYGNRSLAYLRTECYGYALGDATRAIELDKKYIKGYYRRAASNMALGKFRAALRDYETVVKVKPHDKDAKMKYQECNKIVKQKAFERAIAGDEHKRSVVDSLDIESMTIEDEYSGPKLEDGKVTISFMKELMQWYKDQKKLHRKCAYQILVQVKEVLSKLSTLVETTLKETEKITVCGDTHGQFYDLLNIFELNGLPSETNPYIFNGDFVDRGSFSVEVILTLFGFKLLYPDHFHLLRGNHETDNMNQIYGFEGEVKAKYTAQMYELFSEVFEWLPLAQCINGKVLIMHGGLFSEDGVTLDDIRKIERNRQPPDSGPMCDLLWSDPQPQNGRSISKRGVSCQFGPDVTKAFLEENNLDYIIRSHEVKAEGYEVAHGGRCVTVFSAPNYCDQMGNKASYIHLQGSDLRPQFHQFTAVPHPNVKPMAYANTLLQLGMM
# proCasp3 act: procaspase-3 (human) activation; P42574; 330,000 tested, 0.11% active; recombinant procaspase-3 D3A, Ac-DEVD-pNA absorbance 405 nm; activation, % at 8.5 µM; AID 463141;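 active = activation above the mean of all tested compounds plus 3 SD, cut at about 21% in these data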;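 also: 0% = DMSO alone and 100% = DMSO wells spiked with extra 5 µM PC-3 D3A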
# Target sequence (P42574 whole entry D9A/D28A/D175A): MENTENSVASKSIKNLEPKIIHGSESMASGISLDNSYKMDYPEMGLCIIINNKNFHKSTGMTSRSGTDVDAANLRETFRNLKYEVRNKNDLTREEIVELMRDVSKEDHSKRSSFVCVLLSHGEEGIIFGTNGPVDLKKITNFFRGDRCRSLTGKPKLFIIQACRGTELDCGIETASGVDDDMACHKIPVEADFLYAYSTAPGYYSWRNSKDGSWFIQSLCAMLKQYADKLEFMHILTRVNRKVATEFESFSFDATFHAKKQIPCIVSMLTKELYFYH
#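 Assay system: Autoprocessing-dead procaspase-3 D3A mutant enzyme; also added: Ac-DEVD-pNA; doses: one concentration, 8.5 µM nominal, 0.8% DMSO; times: 1 h compound preincubation, 2 h substrate hydrolysis at 25 °C; technique: 405 nm absorbance of p-nitroaniline, reads at 0 and 120 min; measure: % activation between DMSO and enzyme-spiked controls; repeats: single replicate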
# CTSL1 counter: cathepsin L1 inhibition, PFM18AAP counter-screen; AID 1906; inhibition, % at 5.96 µM; recombinant F. hepatica cathepsin L1, Z-Leu-Arg-MCA fluorescence; 300,000 tested, 0.49% active;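 active = inhibition above the mean of all tested compounds plus 3 SD, set per screening campaign, cut at about 17% in these data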;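 also: 0% = plate median of test compound wells and 100% = 1 µM Z-Phe-Ala-diazomethylketone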
# PAFAH2 FP inh: inhibitors of human PAFAH2 | Q99487 | AID 492956 | recombinant PAFAH2, FP-rhodamine activity probe, fluorescence polarization | 340,000 tested, 0.99% active | inhibition, % at 3.39 µM;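 active = inhibition above the mean over all tested compounds plus 3 SD, cut at about 30% in these data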;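 also: inhibitors block probe labeling of enzyme so polarization drops; 0% = enzyme with DMSO and 100% = wells lacking PAFAH2 protein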
# AHR act: activates the human aryl hydrocarbon receptor; P35869; AHR-responsive luciferase reporter cells, luminescence; activation, % at 5 µM; 320,000 tested, 2.5% active; AID 2796; in the data active = activation above about 47%;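 also: 0% = vehicle wells and 100% = reference agonist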
# PP1 inh: blocks human PP1-alpha phosphatase, a PP5 counter-screen. 320,000 tested, 0.9% active. inhibition, % at 6.7 µM. purified PP1alpha, OMFP fluorescence. AID 2235;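 active = inhibition above the mean inhibition of all tested compounds plus 3 SD, computed separately for each screening campaign, cut at about 15% in these data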
# Target sequence (P62136 whole entry, looked up): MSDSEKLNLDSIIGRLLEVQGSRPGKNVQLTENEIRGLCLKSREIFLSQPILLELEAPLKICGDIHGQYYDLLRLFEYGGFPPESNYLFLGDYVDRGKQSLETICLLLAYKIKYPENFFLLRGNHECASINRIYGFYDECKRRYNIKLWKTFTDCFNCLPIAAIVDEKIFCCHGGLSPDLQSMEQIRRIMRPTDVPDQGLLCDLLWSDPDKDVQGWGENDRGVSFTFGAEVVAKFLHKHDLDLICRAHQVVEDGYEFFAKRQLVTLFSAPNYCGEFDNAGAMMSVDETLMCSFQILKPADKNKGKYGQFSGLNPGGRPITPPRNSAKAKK
# * = called active by the depositor; nt = no result given. This is a random part of the collection; overall some 5.6% were active at least once.
SMILES,core dimer inh,proCasp7 act,TPT1 inh,PP5 inh,proCasp3 act,CTSL1 counter,PAFAH2 FP inh,AHR act,PP1 inh
Cc1c(/C=N\NC(=O)C2COc3ccc(C(C)(C)C)cc3O2)c2ccccc2n1C (configuration not stated),9,-5,0,8.4,0,-4,-11,79*,6
O=C(Nc1cc(S(=O)(=O)N2CCCCC2)ccc1Cl)C1=NN(c2ccccc2)C(=O)CC1,19,-3,2,0.5,2,1,2,1,0
Cc1ccc(S(=O)(=O)N(C)C)cc1NC(=O)CN1C(=O)NC2(CCCCCC2)C1=O,5,4,3,1.4,2,-1,4,-3,-2
COc1ccccc1/C=C/C(=O)NCc1cccnc1,-20,-4,-4,2.1,6,0,10,45,0
Cc1cccc(NC(=O)CN(CC2CCCO2)C(=O)c2oc3ccc(F)cc3c2C)c1C (configuration not stated),nt,7,nt,2.8,2,nt,1,23,-1
COC(=O)C1=C[C@@H](C(=O)OC)[C@@H]2C3=C(C(=O)[C@@]2(C)NC(=O)c2ccccc2)[C@H](C)n2c(=O)n(C)c(=O)n2[C@@H]3C1,-11,0,-4,1.8,0,-4,2,-4,-2
C=CCN(c1ccc(C(=O)Nc2ccc(NC(C)=O)cc2)cc1)S(C)(=O)=O,12,13,-4,1.9,1,0,-5,-3,1
COc1ccc(NC(=O)C2(N(C(=O)Cn3nnnc3N)c3ccc(OC)cc3)CCCCC2)cc1,-14,-4,-6,1.2,14,1,2,12,-4
CCOc1ccc(CNc2ncnc(N)n2)cc1,-1,12,-3,3.8,2,-1,-4,1,-4
O=C1c2ccccc2C(=O)C1c1ccccn1,1,6,2,3.5,10,2,2,-5,-3
O=C1NCCN(Cc2c(F)cccc2Cl)C1CC(=O)N1CCCO1 (configuration not stated),1,-4,0,-2.2,0,0,-6,0,-4
O=C(NCCN1CCOCC1)C1CCC(=O)N1C1CCCCC1 (configuration not stated),1,1,-4,1.0,-2,-2,0,1,0
Cc1noc(C)c1C(=O)OCC(=O)Nc1cc(S(=O)(=O)N2CCOCC2)ccc1Cl,2,0,-2,0.3,1,-4,nt,2,-1
COc1ccc(CNc2nc(C)c([N+](=O)[O-])c(C)c2C#N)cc1,0,14,1,4.4,-8,0,0,12,3
CN(Cc1ccccc1F)C(=O)CN1c2cccc3cccc(c23)S1(=O)=O,2,7,3,0.4,-2,0,-1,-1,-3
CCOc1ccc(CCNc2nc3ccccc3n3cnnc23)cc1OCC,5,7,-3,2.7,9,9,0,10,-4
O=C(Nc1ccc(F)cc1)C1CCC(CNc2c(N3CCCCC3)c(=O)c2=O)CC1 (configuration not stated),0,3,-1,-0.5,0,3,-5,0,0
CN1CCN(C(=O)C2CCC(CNS(=O)(=O)c3cccc4cccnc34)CC2)CC1 (configuration not stated),-4,-1,-4,-0.3,13,3,0,0,2
CCN(CC)CC#Cc1ccc(C)cc1,-5,0,3,-1.0,-5,1,-3,5,-1
CCNC(=O)c1ccc(CSc2ccc(Cl)cc2)cc1,8,1,-1,3.3,5,-6,-3,-2,-3
CCN(CC)CCCC(C)NC(=O)c1cccc(S(=O)(=O)N2CCc3ccccc32)c1 (configuration not stated),-4,5,1,-1.6,-8,-12,2,12,-3
O=C(Cn1cnc2c(nnn2Cc2ccc(Cl)cc2)c1=O)N1CCCc2ccccc21,8,7,0,3.8,8,3,2,-1,0
COc1ccc(OCC(=O)NNC(=O)C(=O)N2CCCC2)cc1,6,0,1,0.8,-9,-3,-6,-1,-4
Cc1ccc(CO/N=C\Cc2snc(Sc3ncc(C(F)(F)F)cc3Cl)c2C#N)cc1,11,3,35*,1.7,5,4,5,1,1
CC(C)C(=O)N(Cc1cc2ccccc2[nH]c1=O)C(C)(C)C,-4,7,-6,-0.4,1,-1,7,0,0

# Ordered by length of the SMILES (falling): part of the list above
SMILES,core dimer inh,proCasp7 act,TPT1 inh,PP5 inh,proCasp3 act,CTSL1 counter,PAFAH2 FP inh,AHR act,PP1 inh
CN1CCN(C(=O)C2CCC(CNS(=O)(=O)c3cccc4cccnc34)CC2)CC1 (configuration not stated),-4,-1,-4,-0.3,13,3,0,0,2
CC(C)C(=O)N(Cc1cc2ccccc2[nH]c1=O)C(C)(C)C,-4,7,-6,-0.4,1,-1,7,0,0
O=C1c2ccccc2C(=O)C1c1ccccn1,1,6,2,3.5,10,2,2,-5,-3

# Other compounds follow:
SMILES,core dimer inh,proCasp7 act,TPT1 inh,PP5 inh,proCasp3 act,CTSL1 counter,PAFAH2 FP inh,AHR act,PP1 inh
CC(C)(C)C(=O)Nc1c2c(nn1-c1cccc(Cl)c1)CS(=O)(=O)C2,1,-1,-1,-4.8,-3,0,5,-1,-2
C=CC[C@@H](CC(=O)NCCO)C(=O)N[C@@H](COC(=O)[C@@H](CC=C)Cc1ccc(F)cc1)Cc1c[nH]c2ccccc12,nt,1,nt,nt,-4,nt,-5,2,nt
Cc1ccc(CSc2nc3ncccc3[nH]2)cc1,-7,-3,1,3.5,-4,-4,-3,1,-2
O=C1CN(C(=O)CSc2nc3ccccc3c(=O)n2Cc2ccc(F)cc2)c2ccccc2N1,13,-2,-4,1.9,7,2,-5,-4,7
COc1ccc(CCN(C)C(=O)c2c(C)noc2C)cc1OC,nt,-8,nt,-1.0,5,nt,2,-1,-3
CCOC(=O)N1CCN(C(=O)CNC(=O)Cc2ccc(Cl)cc2)CC1,-2,9,-15,0.7,-2,0,-5,-2,-2
CCOc1ccc2nc(NC(=O)C3(C)CC3(Br)Br)sc2c1 (configuration not stated),2,-1,-1,-1.5,-9,0,1,21,1
COc1ccc(S(C)(=O)=O)cc1S(C)(=O)=O,-3,14,-2,2.5,-8,-1,12,-4,-5
Cc1ccc(CN2CCC(Oc3cccc(C(=O)N(C)CCN(C)C)c3)CC2)cc1C,-4,-6,3,0.5,6,-1,-1,6,-3
CC(=NCc1ccccc1)C1=C(O)COC1=O,-2,-10,0,1.1,2,0,4,-2,-3
CC1(C)OC(=O)C(=CNCC(O)c2ccccc2)C(=O)O1 (configuration not stated),-3,-1,-1,0.8,1,-5,0,0,1
O=c1c(-c2ccnn2-c2ccc(F)cc2)cnc2n1CCS2,-7,5,0,2.5,6,5,7,5,-4
CCC(=O)Nc1nc(C)c(C(=O)Nc2cccc(Cl)c2)s1,-10,5,-1,1.2,-2,4,-8,8,0
Cc1cc(C)c2cc3c(ccn3C3OC[C@H](O)[C@H](O)[C@H]3O)cc2n1 (some centres not stated),-5,-2,-46,-3.3,-2,4,8,6,-2
COc1cc(/C=C2\SC(=S)N(CC(=O)Nc3ccccn3)C2=O)cc(OC)c1OC,21,-5,13,-0.8,1,2,-8,7,3
COc1ccc(NC2CCCN(C(=O)c3ccc(C)nc3)C2)cc1 (configuration not stated),1,1,-2,-0.9,6,-4,-4,2,-4
Cc1ccccc1CC1(CO)CCCN(Cc2ccn[nH]2)C1 (configuration not stated),-1,9,-1,2.1,2,0,2,1,-3
COC(=O)C1=NNC2(c3ccc(C)cc3)C(=O)N(c3cccc(C)c3C)C(=O)C12 (configuration not stated),-5,2,-2,1.8,2,0,5,2,2
O=C(OCC(=O)N1CCOCC1)c1ccccc1OCc1ccc(Cl)cc1,nt,2,nt,nt,-1,nt,2,1,nt
Cc1ccc(OCC(=O)N2C(C)CCCC2C)c([N+](=O)[O-])n1 (configuration not stated),nt,-2,nt,nt,5,nt,2,2,nt
Cc1c(CC(=O)NCCCC(=O)O)c(=O)oc2cc3oc4c(c3cc12)CCCC4,11,7,-1,0.9,-4,-8,3,-1,3
Cc1oc2cc3oc(=O)c(CCC(=O)N(C)CC(=O)O)c(C)c3cc2c1C,-2,3,2,4.2,9,1,-2,-1,-1
C/C=C/c1ccc(OCc2cc(=O)n3cc(C)ccc3n2)c(OC)c1,14,7,1,2.8,-5,1,0,-5,1
Cc1nc(SCC(=O)Nc2ccccc2C(F)(F)F)c2c(=O)n(C)c(=O)n(C)c2n1,1,11,-4,-1.1,-11,1,-7,-1,0
Cc1ccc(NC(=S)NCc2ccccc2Cl)c(C)c1,4,-1,-4,2.0,7,-3,-3,6,-3
# Next part
SMILES,core dimer inh,proCasp7 act,TPT1 inh,PP5 inh,proCasp3 act,CTSL1 counter,PAFAH2 FP inh,AHR act,PP1 inh
CCN(CC)S(=O)(=O)c1cc(NC(=O)CNc2cccc(S(=O)(=O)N3CCOCC3)c2)ccc1C,-7,0,2,1.3,-4,0,-2,-10,-3
COc1ccc(N2CCN(CCNC(=O)c3ccc4c(c3)[nH]c(=S)n3c5ccccc5nc43)CC2)cc1,2,3,-3,0.2,3,2,7,5,0
Cc1nc2c(sc(=S)n2Cc2ccco2)c(=O)n1CC(=O)Nc1ccccc1,21,-7,1,2.4,1,6,-8,0,6
CN1CCCN(C(=O)CC2(CC(=O)O)CCCC2)CC1,-5,3,-5,1.1,-4,-2,-6,-1,5
Cc1ccc(-c2csc(N=C(N)N)n2)c(C)c1,-2,-10,-2,-0.4,7,-1,nt,2,4
CC(C)(CNCc1ccccc1)NS(=O)(=O)c1ccccc1,nt,-1,nt,nt,11,nt,2,-1,nt
C=CCn1c(SC(C)C(=O)NCCC2=CCCCC2)nc2ccccc2c1=O (configuration not stated),7,-1,-4,-1.7,1,4,2,1,0
Cc1cccc(OCC(=O)N(Cc2ccco2)c2c(N)n(Cc3ccccc3)c(=O)[nH]c2=O)c1,nt,-4,nt,-0.7,5,nt,2,1,-5
CN(C(=O)COC(=O)c1ccccc1SCC(=O)N1CCCC1)C1(C#N)CCCCC1,nt,-11,nt,1.0,8,nt,20,4,-2
COc1cccc(CNC(=O)CSc2ccc(-c3ccco3)nn2)c1,4,-14,4,2.1,-16,6,-6,5,-4
O=C(CSc1nnc(Cn2nnc3ccccc32)o1)N(Cc1ccc(F)cc1)c1ccccc1,6,3,-3,1.2,-1,-1,-1,-8,1
CCCN(CC1CC1)C(=O)CCc1nnc(C(OC)c2ccccc2)o1 (configuration not stated),0,14,-4,-0.6,10,-1,2,-1,-3
CCc1ccc(N2CC(C(=O)N3CCCC3)CC2=O)cc1 (configuration not stated),-6,3,2,0.5,-1,-1,11,-3,-3
Cc1ccccc1NC(=O)c1cc[n+]([O-])cc1,-1,7,4,3.3,3,-3,-3,1,-5
CCCCC(=O)Nc1ccc(C(=O)Nc2nnc(COC)s2)cc1,-1,-4,-1,2.7,5,4,1,4,-3
COc1ccc(/C=C2/SC(=O)N(CCC(=O)Nc3ccc(S(=O)(=O)Nc4nccs4)cc3)C2=O)cc1,27,0,4,4.0,-4,1,-52,0,6
O=C(O)C1=C[C@H](c2csc3ccccc23)C[C@H](OCc2ccc(CO)cc2)O1,9,5,-2,3.2,-4,1,6,2,-1
O=C(CNCc1cccs1)Nc1ccc(OC(F)(F)F)cc1,-11,-7,12,2.9,7,3,3,0,-1
COc1ccc(-n2c(-c3cccc(OC)c3)nc(=S)c3c2CCCC3)cc1,66*,-4,4,0.2,-5,4,-4,-2,2
CCN1CCN(c2nc3ccccc3nc2C(C#N)S(=O)(=O)c2ccc(C)cc2)CC1 (configuration not stated),-1,1,-2,-1.5,3,-1,4,-1,-2
